Screening results deposited in PubChem by NMMLSC.
Bcl-W Bim block: human Bim-Bcl-W interaction inhibition. bead-based flow cytometry, Bim peptide-Bcl-W binding. inhibition, % at 10 µM. 190,000 tested, 0.02% active. AID 952;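 note: 0% = bound tracer without compound and 100% = peptide blocker; higher means less fluorescent Bim peptide bound to Bcl-W beads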
Target sequence (Q92843 whole entry, looked up): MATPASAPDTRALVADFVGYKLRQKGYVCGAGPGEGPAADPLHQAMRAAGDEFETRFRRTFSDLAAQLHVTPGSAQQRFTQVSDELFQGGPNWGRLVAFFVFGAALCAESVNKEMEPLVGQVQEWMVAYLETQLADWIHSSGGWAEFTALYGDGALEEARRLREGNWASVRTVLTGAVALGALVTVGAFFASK
ABCG2 block: human ABCG2 inhibition, ABCB1 as counter-screen; Q9UNQ0; IgMXP3 cells, JC-1 efflux, flow cytometry; inhibition, % at 6.6 µM; 190,000 tested, 0.1% active; AID 1325;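 active = inhibition above 80%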;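 note: 0% = DMSO and 100% = nicardipine control wells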
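Incubation: cells with compound and JC-1, 10 min at 25 °C, rotating, no wash / Test system: IgMXP3 (ABCG2) plus far-red-tagged CCRF-Adr (ABCB1) cells / Compound dosing: one concentration, 6.6 µM final / Also added: JC-1 fluorescent substrate / Evaluation: efflux inhibition in percent versus controls / Detection: flow cytometry, 530 nm JC-1 signal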
RGS7-Gao reg: regulators of human RGS7-Galphao interaction; AID 1439; Multiplexed bead flow cytometry, RGS7-Galphao binding; actives lie on both sides; P09471; binding response (% of control), % at 10 µM; 220,000 tested, 0.35% active; in the data active = binding response below about 49% or above about 150%; inconclusive = no clear call, values can overlap the other calls; inactive = in between;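 note: fluorescent Galphao held in activated GDP-AlF4 state binding bead-coupled RGS7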
Target sequence (P09471 whole entry, looked up): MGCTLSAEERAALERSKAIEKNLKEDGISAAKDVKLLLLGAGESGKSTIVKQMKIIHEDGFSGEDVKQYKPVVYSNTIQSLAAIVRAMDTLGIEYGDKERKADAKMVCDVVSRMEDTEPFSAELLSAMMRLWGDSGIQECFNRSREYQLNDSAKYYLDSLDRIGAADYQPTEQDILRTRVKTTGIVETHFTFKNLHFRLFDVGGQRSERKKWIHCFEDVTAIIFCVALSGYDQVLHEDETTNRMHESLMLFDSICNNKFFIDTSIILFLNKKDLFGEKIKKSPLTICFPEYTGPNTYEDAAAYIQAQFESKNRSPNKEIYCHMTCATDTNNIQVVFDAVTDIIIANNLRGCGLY
GSH bead fluor: compound fluoresces at 488/530 nm on GSH beads. GSH beads flow cytometry, compound fluorescence 488/530 nm; active compounds read high. fluorescence (KMESF) at 10 µM. 190,000 tested, 0.25% active. AID 1776; in the data active = fluorescence above about 89;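 note: glutathione beads carrying GST-tagged Bcl family fusion proteins plus one bare bead set; values are compound well signal with DMSO vehicle wells as background; inactives centre near 16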
RGS4-Gao reg: human RGS4-Galphao interaction regulation. AID 1415. binding response (% of control), % at 10 µM. 220,000 tested, 0.33% active. Multiplexed bead flow cytometry, RGS4-Galphao binding; actives lie on both sides; in the data active = binding response below about 49% or above about 150%; inactive = in between;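 note: fluorescent Galphao activated with aluminum fluoride binding bead-coupled RGS4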
Bcl-2 Bim block: human Bim-Bcl-2 interaction inhibition; P10415; inhibition, % at 10 µM; Bead-based flow cytometry, Bim peptide-Bcl-2 binding; AID 950; 190,000 tested, 0.06% active; in the data active = inhibition above about 40%; inconclusive = no clear call, values can overlap the other calls;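 note: 0% = no compound wells with probe peptide and 100% = reference peptide inhibitor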
Bcl-XL Bim block: human Bim-Bcl-XL interaction inhibition | Q07817 | Bim peptide-Bcl-XL binding, bead flow cytometry, fluorescence | inhibition, % at 10 µM | 190,000 tested, 0.04% active | AID 1007
RGS8-Gao: regulators of human RGS8-Galphao interaction; multiplexed bead flow cytometry, RGS8-Galphao binding; actives lie on both sides; response (percent of control binding), % at 10 µM; 220,000 tested, 0.34% active; in the data active = response below about 60% or above about 140%; inactive = in between;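 note: Galphao activated as the GDP aluminium fluoride complex binding bead-coupled RGS8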
Bcl-B Bim block: disrupts Bim peptide binding to human Bcl-B; Q9HD36; bead-based flow cytometry; inhibition, % at 10 µM; 190,000 tested, 0.073% active; AID 951;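 note: 0% = tracer peptide without compound and 100% = reference inhibitor peptide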
Target sequence (Q9HD36 whole entry, looked up): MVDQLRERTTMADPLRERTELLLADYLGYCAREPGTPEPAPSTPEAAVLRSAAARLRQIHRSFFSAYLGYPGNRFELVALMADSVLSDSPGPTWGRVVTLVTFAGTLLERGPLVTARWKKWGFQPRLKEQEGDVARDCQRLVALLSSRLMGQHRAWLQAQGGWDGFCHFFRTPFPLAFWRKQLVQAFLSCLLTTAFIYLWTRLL
Bim-Bfl-1: inhibitors of Bim-Bfl-1 interaction, human; inhibition, % at 10 µM; Q16548; AID 1008; 190,000 tested, 0.12% active; Bead-based flow cytometry, Bim-Bfl-1 binding inhibition;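 note: 0% = wells without compound plus tracer and 100% = blocker peptide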
ABCB1 block: blocks JC-1 efflux by human ABCB1 transporter; 190,000 tested, 0.067% active; CCRF-Adr cells, flow cytometry; inhibition, % at 6.6 µM; P08183; AID 1326; in the data active = inhibition above about 40%;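 note: 0% = vehicle and 100% = reference inhibitor; higher value means more JC-1 retained so stronger ABCB1 efflux block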
* hit, by the source's call; ? = inconclusive; . = no result given; & = joins results of further samples. Cut-off read from the data, not from the text of the source, unless noted: active = inhibition above about 40%. A portion of the library; the hit share may differ from the screen's.

Each structure is followed by: Bcl-W Bim block	ABCG2 block	RGS7-Gao reg	GSH bead fluor	RGS4-Gao reg	Bcl-2 Bim block	Bcl-XL Bim block	RGS8-Gao	Bcl-B Bim block	Bim-Bfl-1	ABCB1 block
1) CCC(=NCCOc1ccc(Cl)cc1)c1c(O)n(C)c(=O)n(C)c1=O
 : 1	3	132	31	144	2	6	84	2	3	0.2
2) COc1cc2c(cc1OC)CN(c1ccc([N+](=O)[O-])c(C(F)(F)F)c1)CC2
 : -4	51	99	19	102	-7	-8	100	-10	-7	1.7
3) CC12CN3CCN(C1)CC(C)(C3)C2=NO
 : 2	2	97	15	98	-3	0	99	-2	-1	0.3
4) CC1NCCC2(O)CCCCC12 (centres undefined)
 : -2	22	104	12	104	0	-2	112	-3	-3	2.7
5) Cc1ccc(N(C)C(=O)Oc2cccc3ccc(C)nc23)cc1
 : -5	1	102	20	103	-2	-3	107	-6	0	0.3
6) Brc1ccc(C2N3CCCN23)cc1 (centres undefined)
 : -4	-1	92	13	88	-1	-8	77	-7	-1	.
7) C=CCn1c(O)c(C(C)=Nc2ccc(N(CC)CC)cc2)c(=O)[nH]c1=O
 : 0	3	102	8	103	-1	-3	102	-2	-8	0.7
8) CCN1c2nc3c(C)cccn3c(=O)c2CC2(C(=O)N(C)C(=O)N(C)C2=O)C1C (centres undefined)
 : 0	5	100	65	97	-4	-13	102	-7	-11	1.0
9) CCOC(=O)C(O)(c1ccc(N(CC)C(=O)OC)cc1)C(F)(F)F (centres undefined)
 : 0	8	100	30	102	-9	-14	102	-10	-15	0.7
10) C=CCn1c(O)c(C(=O)CCCCCC)c(=O)[nH]c1=O
 : -3	2	94	7	97	-3	-1	100	0	-3	0.5
11) O=C(Cn1c(=O)n(CC2CS2)c2ccccc21)N1CCCCCC1 (centres undefined)
 : 0	1	89	22	91	3	-4	93	0	5	0.5
12) CC(C)CN(C(=O)CN1CC=C(c2ccccc2)CC1)c1c(N)n(CC(C)C)c(=O)[nH]c1=O
 : 0	0	104	71	104	1	-1	100	-1	-2	0.0
13) COc1ccc(/C=C/C(=O)c2c(O)n(CCC3=CCCCC3)c(=O)[nH]c2=O)cc1
 : -3	-2	104	12	104	-4	-3	118	-2	-4	-0.9
14) Cc1ccc(C2=NCC(=O)N(CC(=O)N3CCCCC3)c3sc(C)c(C)c32)cc1
 : 1	2	104	22	100	-6	1	99	-5	-8	1.6
15) OC(COCc1ccc(Cl)cc1)CN1CC=C(c2ccccc2)CC1 (centres undefined)
 : -1	2	105	25	107	-5	-4	107	-5	-6	1.2
16) CNc1cc(N2CCN(C)CC2)ccc1[N+](=O)[O-]
 : -2	0	104	12	104	-3	-2	101	-1	-3	0.5
17) Cc1cc(C=C(C#N)C#N)ccc1N1CCCC1
 : -1	5	97	9	100	1	-2	98	-23	-2	0.2
18) O=C(O)CCn1cc(C=C2C(=O)NC(=S)NC2=O)c(-c2cc3ccccc3oc2=O)n1
 : 2	-1	92	7	97	2	2	101	1	-3	-0.4
19) CCCc1nc2ccc(Br)cc2c(=O)n1-c1ccc([N+](=O)[O-])c(C(F)(F)F)c1
 : -4	28	97	18	102	-7	-11	101	-11	-11	1.3
20) CCc1cccc(C)c1NC(=S)N1CC2CC(C1)c1cccc(=O)n1C2 (centres undefined)
 : -4	-5	103	15	99	-3	-5	99	-8	-7	-0.1
21) Cc1cc(/C=C2\C(=O)NC(=O)N(c3ccc(Cl)cc3)C2=O)c(C)n1C
 : 2	2	100	24	100	1	1	104	-1	-1	0.2
22) CCC(=O)CC(c1ccccc1)c1c(O)c2ccccc2sc1=O (centres undefined)
 : 1	2	106	8	104	2	-3	98	-1	1	0.9
23) O=c1[nH]c(=O)n(CCC2=CCCCC2)c(O)c1C=NCCCn1ccnc1
 : 0	8	101	29	103	-9	-5	101	-11	-16	1.2
24) COCCN1C(=O)NC(=O)/C(=C\c2ccc(Br)cc2)C1=O
 : 1	-1	97	10	99	-2	0	102	-1	-6	-0.3
25) O=CC(Cl)P(=O)(N1CCCCC1)N1CCCCC1 (centres undefined)
 : -4	1	95	12	96	-3	-4	97	-2	-4	0.4
26) CCCCOC(=O)C1=C(N)OC2=C(C(=O)CCC2)[C@]12C(=O)N(C)c1ccccc12
 : -1	2	103	8	100	0	0	100	0	-2	0.6
27) C[C@]12CCC(=O)C(O)=C1CC[C@@H]1[C@@H]2CC[C@]2(C)C(=O)CC[C@@H]12
 : 0	0	103	20	103	1	-3	103	-6	-3	-0.6
28) OCC12COC3c4ccccc4C(OC1)N32 (centres undefined)
 : 0	2	102	26	99	-11	-14	102	-8	-12	0.9
29) C[N+]1(C)CCc2cc3c(cc2[C@H]1[C@@H]1OC(=O)c2c1ccc1c2OCO1)OCO3
 : 4&0	3&2	105&102	20&61	101&99	5&1	0&0	97&99	0&4	4&0	0.5
30) COCCOC(=O)c1c(N)n(Cc2ccc(OC)cc2)c2nc3ccccc3nc12
 : -2	2	101	70	101	-19	-3	101	-1	2	0.5

Next section
Each structure is followed by: Bcl-W Bim block	ABCG2 block	RGS7-Gao reg	GSH bead fluor	RGS4-Gao reg	Bcl-2 Bim block	Bcl-XL Bim block	RGS8-Gao	Bcl-B Bim block	Bim-Bfl-1	ABCB1 block
31) CC(C)(C)C(O)C(Oc1ccc(Cl)cc1)n1cncn1 (centres undefined)
 : -2	-1	98	34	101	-6	-12	99	-9	-11	-0.1
32) O=C(C1CCN(S(=O)(=O)c2ccccc2)CC1)N1CCC2(CC1)OCCO2
 : -4	3	103	21	101	1	-4	100	-2	-3	1.1
33) O[C@H]1[C@H](O)[C@@H](O)CN2CC[C@H](O)[C@H]12
 : -1	0	99	19	101	1	-2	100	-6	0	0.0
34) Nc1ccccc1C(=O)OCc1ccc([N+](=O)[O-])cc1
 : -1	10	101	10	102	-2	-2	101	-4	-6	1.1
35) CCN(CC)CCNCc1nc2ccccc2c(=O)n1-c1ccc(F)cc1
 : -1	1	98	8	100	0	-4	104	0	0	0.2
36) O=C(c1ccc(CNS(=O)(=O)c2ccccc2)cc1)N1CCC2(CC1)OCCO2
 : -5	-1	101	17	103	-3	-5	115	-5	-3	-0.2
37) O=c1c2ccccc2[se]n1-c1ccccc1
 : 0	0	100	10	95	21	2	82	-40	28	-0.9
38) CN(C)P(=S)(Nc1ccccc1)C(Cl)(Cl)Cl (centres undefined)
 : 0	0	98	11	97	-1	-2	102	-3	-2	0.2
39) CC(C(=O)c1ccccc1)N1C(=O)c2ccccc2C1=O (centres undefined)
 : -1	3	104	3	99	0	-7	102	-8	0	0.8
40) Cc1cc(C)c2c(c1)-c1cc(C)nn1C(c1cccnc1)N2 (centres undefined)
 : -1	2	103	17	100	-3	-2	101	-1	-6	0.6
41) CCOc1ccc(N2C(=O)NC(=O)/C(=C\c3ccc(N4CCCCC4)o3)C2=O)cc1
 : -4	2	98	12	99	-4	-5	99	-9	-4	0.5
42) O=C(N/N=C/C1C(=O)NC(=S)N(c2ccccc2)C1=O)c1cc(Br)c(O)c(Br)c1 (centres undefined)
 : -2	-1	99	29	97	-1	-3	104	-10	-2	-0.3
43) O=C(Nc1cccc2ccccc12)N1CCC2(CC1)OCCO2
 : 0	-3	?	17	98	-5	-1	98	-7	-2	-0.4
44) O=[N+]([O-])c1ccc(N2CCCC2)c(F)c1Br
 : -4	26	99	13	102	-4	-5	104	-3	-4	1.2
45) CCN(CC)CCN1Cc2ccccc2C1=N
 : -1	1	103	11	102	1	-5	102	-5	-1	-0.1
46) O=C(c1ccccc1)c1cn(CC(=O)N2CCCC2)c2ccccc12
 : -1	3	96	23	100	-10	-6	109	-6	-11	1.2
47) Cc1cc(Cl)ccc1C(=O)C1CCCN(C2CCSCC2)C1 (centres undefined)
 : 0	13	93	11	99	-2	0	99	-2	-6	5.4

Shown as a markdown table: entries from further up.
| entry | mol | Bcl-W Bim block | ABCG2 block | RGS7-Gao reg | GSH bead fluor | RGS4-Gao reg | Bcl-2 Bim block | Bcl-XL Bim block | RGS8-Gao | Bcl-B Bim block | Bim-Bfl-1 | ABCB1 block |
| --- | --- | --- | --- | --- | --- | --- | --- | --- | --- | --- | --- | --- |
| 46 | O=C(c1ccccc1)c1cn(CC(=O)N2CCCC2)c2ccccc12 | -1 | 3 | 96 | 23 | 100 | -10 | -6 | 109 | -6 | -11 | 1.2 |
| 47 | Cc1cc(Cl)ccc1C(=O)C1CCCN(C2CCSCC2)C1 (centres undefined) | 0 | 13 | 93 | 11 | 99 | -2 | 0 | 99 | -2 | -6 | 5.4 |

Among those listed so far, 7 have a Cl atom.
Each structure is followed by: Bcl-W Bim block	ABCG2 block	RGS7-Gao reg	GSH bead fluor	RGS4-Gao reg	Bcl-2 Bim block	Bcl-XL Bim block	RGS8-Gao	Bcl-B Bim block	Bim-Bfl-1	ABCB1 block
1) CCC(=NCCOc1ccc(Cl)cc1)c1c(O)n(C)c(=O)n(C)c1=O
 : 1	3	132	31	144	2	6	84	2	3	0.2
15) OC(COCc1ccc(Cl)cc1)CN1CC=C(c2ccccc2)CC1 (centres undefined)
 : -1	2	105	25	107	-5	-4	107	-5	-6	1.2
21) Cc1cc(/C=C2\C(=O)NC(=O)N(c3ccc(Cl)cc3)C2=O)c(C)n1C
 : 2	2	100	24	100	1	1	104	-1	-1	0.2
25) O=CC(Cl)P(=O)(N1CCCCC1)N1CCCCC1 (centres undefined)
 : -4	1	95	12	96	-3	-4	97	-2	-4	0.4
31) CC(C)(C)C(O)C(Oc1ccc(Cl)cc1)n1cncn1 (centres undefined)
 : -2	-1	98	34	101	-6	-12	99	-9	-11	-0.1
38) CN(C)P(=S)(Nc1ccccc1)C(Cl)(Cl)Cl (centres undefined)
 : 0	0	98	11	97	-1	-2	102	-3	-2	0.2
47) Cc1cc(Cl)ccc1C(=O)C1CCCN(C2CCSCC2)C1 (centres undefined)
 : 0	13	93	11	99	-2	0	99	-2	-6	5.4
